Source: PubChem BioAssay
Integrin act MD = activators of alpha7 integrin expression for muscular dystrophy | alpha7betagal myoblasts, beta-gal FDG fluorescence, 48 h | AID 624291 | Potency, µM (doses to about 38.3 µM), without a hit: at the top dose activation, hits mostly activators | 350,000 tested, 0.064% active;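 note: potency is the fitted concentration of half-maximal effect; 100% = response of the positive control SU9516; nearly all actives have a fitted effect of over 60% in size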
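Alpha7betagal+/- myoblasts (passage 13) were plated 16-24 hr, then exposed to compounds (1:260 dilution of DMSO stock) for 48 hours at 37C. After MPER lysis, β-galactosidase reporter activity was read as FDG fluorescence (ex 480/em 540) after 30 minutes.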
Tb PFK block = inhibitors of T. brucei phosphofructokinase. O15648. T. brucei PFK, ADP-Glo luminescence. Potency, µM (highest dose often 57.5 µM), for the others: top-dose activity, negative = inhibition, hits mostly inhibitors. 330,000 tested, 0.17% active. AID 485367;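 note: potency is the fitted concentration of half-maximal effect; 0% = uninhibited 1x PFK enzyme wells and -100% = no-enzyme wells; nearly all actives have a fitted effect of over 60% in size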
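Compounds were pin-transferred as a titration series up to 57 uM into substrate buffer (0.5 mM F6P, 0.1 mM ATP, pH 8.0), then 1.25 nM PFK was added and reactions ran 45 min before ADP-Glo detection.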
A-T KAP1 phos = potential ataxia-telangiectasia treatment | 320,000 tested, 0.19% active | […] A-T fibroblasts, KAP-1 phosphorylation AlphaLISA; neocarzinostatin DNA damage 30 min before lysis | Potency, µM (doses to about 57.5 µM), without a hit: at the highest dose activation, actives largely listed as activators; note: potency is the fitted concentration of half-maximal effect; % of control where 0% means no effect; nearly all actives have a fitted effect of over 45% in size
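ATM-like activity read as KAP-1 phosphorylation via AlphaLISA donor/acceptor antibody pairs after lysis and 6 hr at 25C. Cells were ATM-null patient fibroblasts ([…], hTERT), dosed 60 min, then exposed to the DSB inducer NCS for 30 min.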
S-ASM inh = inhibitors of human secretory acid sphingomyelinase. 340,000 tested, 0.006% active. Potency, µM (titrated, usually from 57.5 µM), for the others: top-dose activity change, negative = inhibition, most hits filed as inhibitors. placental ASM, HMU-PC fluorogenic substrate, 60 min. AID 504937; note: potency is the fitted concentration of half-maximal effect
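Steps: dispense placental human ASM, pin compound, wait 10 min at room temperature, add HMU-PC0 substrate at 9 uM final, incubate 60 min at 37 °C, add stop solution raising pH to 10, read fluorescence.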
TCR activator = activators of T cell receptors | primary human leukocytes, anti-CD3, IL-2 HTRF, 48 h | Potency, µM (series often up to 9.22 µM), for the others: top-dose activation of IL-2 secretion, actives largely listed as activators | 330,000 tested, under 10 active | AID 504894; note: % of control where 0% means no effect
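48 hr co-incubation of compounds, a-CD3 beads and primary human leukocytes; IL-2 quantified homogeneously by HTRF with anti-IL-2 K and d2 conjugates.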
Eya2 inh = Eya2 (human) phosphatase inhibition; O00167; recombinant Eya2, OMFP fluorescence dephosphorylation (OMFP is methylfluorescein phosphate); Potency, µM (titrated, usually from 76.9 µM), for inactives: top-dose activity, negative = inhibition, hits mostly inhibitors; 330,000 tested, 0.006% active; note: potency is the fitted concentration of half-maximal effect; % is set by controls: 0 for no effect and ±100 for the full control effect
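Eya2 protein (added as 0.2 uM solution) was preincubated with compound for 10 min at ambient temperature in 50 mM HEPES pH 7.5, 50 mM NaCl, 5 uM MgCl2, 0.05% BSA, 1 mM DTT. OMFP (added at 50 uM) then reacted 10 min; fluorescence read at 485/525 nm.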
TSHR antag = blocks TSH signaling through the human TSH receptor. P16473. TSHR-expressing cells, TSH-stimulated cAMP HTRF, 2 h; hits give low values. AID 504810. activity change, negative = inhibition, % at 11.5 µM. 330,000 tested, 0.2% active;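 active = activity change below a set negative limit, meaning inhibition stronger than a set level, cut at about -70% in these data; inconclusive = activity change between two set negative limits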; note: % is set by controls: 0 for no effect and ±100 for the full control effect
Target sequence (P16473 whole entry, looked up): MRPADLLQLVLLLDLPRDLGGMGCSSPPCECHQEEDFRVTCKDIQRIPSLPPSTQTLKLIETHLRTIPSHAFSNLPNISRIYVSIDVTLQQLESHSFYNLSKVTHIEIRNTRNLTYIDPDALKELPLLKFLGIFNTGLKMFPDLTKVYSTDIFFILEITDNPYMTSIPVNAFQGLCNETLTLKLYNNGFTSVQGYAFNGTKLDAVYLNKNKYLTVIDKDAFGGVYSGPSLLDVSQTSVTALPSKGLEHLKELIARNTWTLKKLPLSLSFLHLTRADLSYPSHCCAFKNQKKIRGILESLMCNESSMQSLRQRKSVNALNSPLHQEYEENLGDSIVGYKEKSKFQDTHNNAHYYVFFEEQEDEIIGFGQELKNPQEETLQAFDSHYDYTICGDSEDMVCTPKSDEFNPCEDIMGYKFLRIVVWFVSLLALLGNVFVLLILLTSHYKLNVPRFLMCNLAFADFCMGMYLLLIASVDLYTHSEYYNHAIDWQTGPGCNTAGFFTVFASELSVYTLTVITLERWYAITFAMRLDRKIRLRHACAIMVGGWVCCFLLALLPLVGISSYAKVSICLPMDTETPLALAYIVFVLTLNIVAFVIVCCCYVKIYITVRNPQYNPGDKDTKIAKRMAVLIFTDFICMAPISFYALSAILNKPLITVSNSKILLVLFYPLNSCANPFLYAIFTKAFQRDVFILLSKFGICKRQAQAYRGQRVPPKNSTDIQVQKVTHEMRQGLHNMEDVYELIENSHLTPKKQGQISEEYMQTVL
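Read-out is FRET at 665 nm (cryptate excitation 337 nm) from a cryptate-tagged anti-cAMP antibody, competed by cell cAMP against cAMP-d2. Compounds are tested on freshly harvested TSHR cells challenged with 4nM TSH (EC80) for 2 hours at 37 deg C.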
PTAP TSG101 blk = blocks PTAP/TSG101 interaction to inhibit HIV-1 budding. AID 493005. 340,000 tested, under 10 active. Potency, µM (titrated, usually from 115 µM), without a hit: top-dose activity change, negative = inhibition, actives largely listed as inhibitors. Fluorescence polarization, FITC-PTAP peptide / Tsg101 binding. Q99816; active = well fitted inhibition curve with a large enough effect in the main read-out, with a control signal flat, not every such curve was filed as active; inconclusive = small, poorly fitted or top-dose-only effect, or effect the other way, or a change in a side signal; inactive = no such curve, though single readings can be large or run the other way; note: potency is the fitted concentration of half-maximal effect; % of control where 0% means no effect
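Fluorescence polarization binding of Tsg101 binding domain (10 uM final) to FITC-labeled PTAP peptide (50 nM final) in HEPES pH 7.5 buffer with NaCl, Tween 20, EDTA, TCEP. Compounds added before peptide; binding 20 min at RT.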
Mito fusion yeast = inhibitors of mitochondrial division or activators of mitochondrial fusion | 320,000 tested, 0.23% active | Potency, µM (highest dose often 46.1 µM), without a hit: top-dose growth rescue (activation), actives largely listed as activators | S. cerevisiae fusion-defective mutant growth rescue, CellTiterGlo 48 h | AID 485298;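 note: potency is the fitted concentration of half-maximal effect; % of control where 0% means no effect; nearly all actives have a fitted effect of over 45% in size; temperature-sensitive fusion mutants such as fzo1-1 at 37 °C on non-fermentable ethanol glycerol medium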
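Compounds are tested for their ability to restore growth of mitochondrial fusion-defective yeast strains at non-permissive 37C in YPEG medium over 48 hours. Viability is quantified by luciferase luminescence.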
ELG1 repair inh = inhibitors of ELG1-dependent DNA repair in HEK293T cells. HEK293T ELG1-luciferase reporter, luminescence, 16 h; DNA damage induced by 5-fluorouridine. Potency, µM (series often up to 46.1 µM), for the others: top-dose activity change, negative = inhibition, hits mostly inhibitors. AID 504467. 330,000 tested, 2.3% active; note: potency is the fitted concentration of half-maximal effect; % is set by controls: 0 for no effect and ±100 for the full control effect; nearly all actives have a fitted effect of over 55% in size
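5-Fluorouridine DNA damage + compound/DMSO, 2,000 cells/well, 16 h, 37 °C/5% CO2. ONE-Glo, 30 min RT, luminescence. Readout = decrease in reporter signal.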
BCR signal inh = blocks chronic active B-cell receptor signaling | ABC-DLBCL IkBa-CBG/CBR reporter, luminescence ratio, 4 h | Potency, µM (top dose mostly 46.1 µM), inactives show top-dose ratio change, negative = lower green/red ratio, hits mostly inhibitors | 340,000 tested, 0.05% active; active = well fitted inhibition curve with a large enough effect in the signal ratio, with a control signal flat, not every such curve was filed as active; inconclusive = small, poorly fitted or top-dose-only effect, or effect the other way, or a change in a side signal; the % refers to the signal ratio;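 note: potency is the fitted concentration of half-maximal effect; plate controls were basal doxycycline-induced cells for no effect and cells given 10 µM MG132 for full effect; MG132 reads +100%, hits lower the ratio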
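Compounds up to 46 uM were incubated four hours with TMD8 cells whose green CBG68 luciferase is fused to IkappaBalpha; red CBR luminescence normalised the signal, and concentration-effect curves were fitted to fusion, red and ratio data.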
* marks the source's active call; other numbers are inactive results; ? = inconclusive; / = not tested or not shown; [ ] = dose if it differs, or a comment. Unless noted, calls come from the whole dose curve; as a rule, active = well fitted curve in the direction sought with a large enough effect; inconclusive = small, poorly fitted or top-dose-only effect, or another doubt; inactive = no such curve, though single readings can be large; an effect the other way counts as inactive or inconclusive.

(1) CCOC(=O)C1CCN(C(=O)c2cn(CCOC)c(=O)c3c2c2ccccc2n3C)CC1
(2) CC(C)(C)[C@H]1COC(=O)[C@H](NC(=O)OCC2c3ccccc3-c3ccccc32)C/C=C\C[C@@H](CC(=O)N[C@H](CO)Cc2ccccc2)C(=O)N1
(3) O=C(Nn1c(=O)[nH]c2ccsc2c1=O)c1ccccc1
(4) O=C(Nc1ccc(F)cc1)c1cccnc1Oc1ccccc1
(5) Cc1csc(C(C#N)C(=O)c2ccncc2)n1 (stereo not given)

compound no.,1,2,3,4,5
Integrin act MD,-6%,-22%,13%,-3%,12%
Tb PFK block,-4%,-3%,-7%,0%,3%
A-T KAP1 phos,-4%,4%,8%,5%,3%
S-ASM inh,31%[activator],-2%,4%,-2%,2%
TCR activator,-6%,4%,-2%,-3%,3%
Eya2 inh,21%,2%,0%,-5%,20%
TSHR antag,4,6,1,-2,-6
PTAP TSG101 blk,-6%,-3%,-2%,-2%,1%
Mito fusion yeast,-8%,/,-3%,10%,2%
ELG1 repair inh,-21%,12%,2%,-3%,-2%
BCR signal inh,6%,1%,11%,0%,?

(6) COc1ccc(C(=O)NC2CCN(C(=S)Nc3cccc(C)c3)CC2)cc1
(7) COc1ccc(C(=O)Nc2cccc(OC)c2)cc1
(8) CCN(CC)C(=O)C1CCN(Cc2ccc(Br)cc2)CC1
(9) O=C(NCc1ccccn1)C(=O)NCC1OCCN1S(=O)(=O)c1ccc(F)cc1 (stereo not given)
(10) O=C(CC1(O)C(=O)Nc2cc(Cl)cc(Cl)c21)c1ccncc1 (stereo not given)

compound no.,6,7,8,9,10
Integrin act MD,-4%,7%[7.66 µM],19%,2%,-53%[inhibitor]
Tb PFK block,-8%,-16%,-8%,-26%,2%
A-T KAP1 phos,-1%,14%,5%,1%,-8%
S-ASM inh,0%,-2%,3%,4%,3%
TCR activator,0%,/,1%,-2%,-8%[46.1 µM]
Eya2 inh,6%,28%[15.4 µM],-2%[15.4 µM],3%,1%
TSHR antag,6,-9,3,-8,-4
PTAP TSG101 blk,-1%,-4%,0%,-1%,-7%
Mito fusion yeast,-3%,-2%,3%,0%,10%
ELG1 repair inh,-18%,?,-12%,6%,-1%
BCR signal inh,-6%,?,0%,-5%,?

(11) O=C(Nc1cccc(-c2cn3c(n2)SCC3)c1)c1ccc2ccccc2n1
(12) Nc1nnc(SCc2ccccc2F)n1-c1ccccc1
(13) CNC(=O)NNC(=O)c1csc(-c2ccc(C(F)(F)F)cc2Cl)n1
(14) COc1ccc(Nc2nc(N)c([N+](=O)[O-])c(NCCO)n2)cc1
(15) CCO[C@@H]1OC(C(=O)NCc2nc3ccccc3[nH]2)=C[C@H](c2csc3ccccc23)[C@H]1CCCO

compound no.,11,12,13,14,15
Integrin act MD,4%,29%,-6%,-14%,31%
Tb PFK block,-4%,0%,1%,1%,4%
A-T KAP1 phos,-3%,-2%,1%,0%,-1%
S-ASM inh,-10%,0%,-1%,-6%,-17%
TCR activator,-1%,-4%,7%,-1%,1%
Eya2 inh,12%,5%,-9%,-5%,-10%
TSHR antag,-29,3,20,4,5
PTAP TSG101 blk,1%,-5%,1%,-1%,/
Mito fusion yeast,-3%,0%,0%,0%,1%
ELG1 repair inh,?,7%,-2%,0%,?
BCR signal inh,?,7%,-6%,0%,?

(16) COc1ccc2oc(C(=O)OCc3c(C)noc3C)c(C)c2c1
(17) Cc1ccc(C)c(S(=O)(=O)Nc2cc3c4c(c2)CCN4C(=O)CC3)c1
(18) CC(C)N1CCN(CC#Cc2ccccc2)CC1CCO (stereo not given)
(19) CCOC(=O)C1CCCN(C(=O)c2cccc(S(=O)(=O)N3CCCC3)c2)C1 (stereo not given)
(20) OCCCNc1ncnc2oc(-c3ccccc3)c(-c3ccccc3)c12

compound no.,16,17,18,19,20
Integrin act MD,-2%,1%,-20%,30%,-31%
Tb PFK block,3%,-8%,-1%,-1%,2%
A-T KAP1 phos,12%,5%,-2%,9%,25%
S-ASM inh,-5%,8%,4%,6%,-2%
TCR activator,13%,-3%,-1%,54%,0%
Eya2 inh,-9%,0%,-14%,-6%,4%
TSHR antag,-20,1,4,0,-21
PTAP TSG101 blk,-4%,-5%,-2%,1%,-4%
Mito fusion yeast,-3%,0%,0%,-3%,3%
ELG1 repair inh,?,28%,9%,0%,?
BCR signal inh,2%,?,?,?,-3%

(21) CCCCN1CCNC1=S
(22) CN(CC1CCCO1)S(=O)(=O)c1ccc(C(=O)Nc2ccc([N+](=O)[O-])cc2)cc1 (stereo not given)
(23) Cc1ccc(C)c(OCCn2cc(/C=C(\C#N)C(=O)NCc3cccs3)c3ccccc32)c1
(24) Cc1ccc2cccc(S(=O)(=O)Nc3c(C)n(C)n(-c4ccccc4)c3=O)c2n1
(25) CC(=NC1CCN(Cc2ccccc2)CC1)c1c(O)[nH]c(=O)[nH]c1=O

compound no.,21,22,23,24,25
Integrin act MD,18%,-34%,-13%,13%,-17%[7.66 µM]
Tb PFK block,4%,3%,-5%,19%,-8%
A-T KAP1 phos,-3%,0%,2%,2%,6%
S-ASM inh,2%,-5%,18%,2%,-2%
TCR activator,-1%,6%,4%,-9%,-2%
Eya2 inh,-12%,-9%,-37%,-6%,-2%
TSHR antag,11,-10,-7,9,-14
PTAP TSG101 blk,-1%,-3%,-5%,-6%,-3%
Mito fusion yeast,-17%,4%,-5%,-4%,-5%
ELG1 repair inh,21%,1.8µM*,5.8µM*,1%,0%
BCR signal inh,-2%,?,?,-3%,0%

(26) COc1cc2oc3ccccc3c2cc1N(CC(=O)N1CCCCC1)S(=O)(=O)c1ccc(C)cc1
(27) CCOC(=O)[C@@H]1[C@H]2COc3ccccc3[C@@H]2N2C(=O)N(c3ccccc3)C(=O)[C@]12C
(28) Cc1ccc(C(=O)CSc2nnc(-c3ccco3)n2CC2CCCO2)cc1 (stereo not given)
(29) O=C(c1ccccc1)N1CCN(C(=O)c2cc3ccccc3oc2=O)CC1
(30) O=C(COC(=O)c1cc(=O)[nH]c2ccccc12)NCc1ccccc1Cl
(31) CCCCSc1nc(N)c(C#N)c(-c2cccs2)c1C#N
(32) CCOC(=O)c1cccnc1NC(=O)c1ccncc1

compound no.,26,27,28,29,30,31,32
Integrin act MD,2%,-23%,10%,-47%[inhibitor],0%,5%,9%
Tb PFK block,/,-1%,-11%,0%,-13%,-7%,2%
A-T KAP1 phos,/,9%,3%,21%,-7%,2%,7%
S-ASM inh,-6%,1%,3%,-3%,6%,-6%,0%
TCR activator,3%,-5%,-29%,2%,-1%,-8%,-1%[46.1 µM]
Eya2 inh,/,12%,6%,-23%,5%,-25%,4%
TSHR antag,/,-9,-6,/,8,-36,-7
PTAP TSG101 blk,1%,-2%,-2%,-1%,-3%,-6%,2%
Mito fusion yeast,21%,0%,4%,6%,/,4µM*,0%
ELG1 repair inh,/,-4%,-10%,10%,14%,?,1%
BCR signal inh,/,-13%,16%,-1%,8%,?,-3%
